ATXN2 expr inh – ATXN2 expression inhibition. AID 1745845. 360,000 tested, 0.72% active. Potency, µM (doses to about 57 µM), without a hit: at the top dose activity change, negative = inhibition, most hits filed as inhibitors. HEK-293 ATXN2-luciferase reporter, luminescence, 24 h; further: on the % scale 0 is the no-effect control and ±100 the full control effect; nearly all actives have a fitted effect of over 55% in size
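ATXN2-luciferase reporter cells (luciferase flanked by upstream and downstream ATXN2 gene portions) were treated 24 h at 37 °C with compounds at up to 57 uM. SteadyGlo luminescence gave expression; GF-AFC fluorescence gave viability.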
S2 tox – viability counter-screen for ATXN expression inhibitors | S2 cells (HEK-293 line with an ATXN2-luciferase reporter) viability, CellTiter-Fluor protease fluorescence, 24 h | Potency, µM (series often up to 56.7 µM), hits mostly cytotoxic | 400,000 tested, 0.49% active | AID 651635; further: nearly all actives have a fitted effect of over 40% in size
MCF10A rereplic – DNA re-replication induction in MCF 10a cells; MCF 10A DNA re-replication, Hoechst nuclear intensity, 48 h; Potency, µM (series often up to 46.1 µM), for the others: at the highest dose activity, positive = re-replication, hits mostly activators; 350,000 tested, 2.9% active; further: % of control where 0% means no effect; nearly all actives have a fitted effect of over 50% in size
A549 tox – A549 cytotoxicity, counter-screen for Nrf2 inhibitors; A549 ARE-Fluc cells, CellTiter-Fluor viability, 18-24 h; Potency, µM (top dose mostly 46 µM), inactives show top-dose activity change, negative = cytotoxicity, actives largely listed as inhibitors; 390,000 tested, 0.16% active; AID 504648; further: on the % scale 0 is the no-effect control and ±100 the full control effect
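Cytotoxicity counterscreen: CellTiter-Fluor fluorescence was measured in A549 ARE_Fluc cells after 18-24 h of compound exposure in a concentration series. The subsequent BugLite luminescent read reports ARE-luciferase activity.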
Nrf2 activator – activates Nrf2 signaling; 410,000 tested, 0.31% active; AID 624171; AREc32 ARE-luciferase reporter (MCF7-derived line), luminescence, 24 h; Potency, µM (series often up to 46.1 µM), inactives show top-dose activation, actives largely listed as activators; further: % of control where 0% means no effect; nearly all actives have a fitted effect of over 65% in size
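AREc32 cells carrying an ARE-driven firefly luciferase reporter were seeded at 1000 cells/well in OPTI-MEM with 5% FBS, then exposed to compound for 24 hr at 37 deg C. Luminescence was read with Steady-Glo after 30 min at RT.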
TGFb SMAD3 inh – blocks TGF-b signaling | AID 588855 | 410,000 tested, 1.2% active | HepG2 CAGA-GFP TGF-b/SMAD3 reporter, GFP fluorescence, 18 h; TGF-beta stimulated, 500 pg/mL final | Potency, µM (titrated, usually from 46.1 µM), inactives show at the top dose activity, negative = inhibition, hits mostly inhibitors; further: on the % scale 0 is the no-effect control and ±100 the full control effect; nearly all actives have a fitted effect of over 65% in size
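Smad-responsive CAGA-GFP expression was quantified in HEPG2 cells exposed to compounds and 500 pg/mL final TGF-beta for 18 h at 37 degrees C; unstimulated wells defined full inhibition.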
HepG2 tox – counter-screen for TGF-b inhibitors: cytotoxicity in HepG2 cells; HepG2 CAGA-GFP viability, ATP luminescence, 18 h; Potency, µM (top dose mostly 46.1 µM), for inactives: top-dose activity change, negative = cytotoxicity, actives largely listed as cytotoxic; 410,000 tested, 0.76% active; further: some results filed as inactive show a strong effect at the top dose
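CellTiter-Glo luminescence gave cytotoxicity after 18 hours at 37 degrees C. The cells were HepG2 CAGA-GFP in 1% FBS DMEM, stimulated with 500 pg/mL TGF-beta after compound addition. %Activity was normalised to no-cell wells (complete cell-killing) and DMSO (no toxicity), and curves were fitted and classified.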
The depositor's hits bear a star; i = inactive; ? = inconclusive; . = not tested or not shown; [ ] = another dose, or the depositor's remark. The call rests on the fitted dose curve; in most records, active means well fitted curve in the direction sought with a large enough effect; inconclusive means small, poorly fitted or top-dose-only effect, or another doubt; inactive means no such curve, though single readings can be large; an effect the other way counts as inactive or inconclusive. Potency means the concentration at half of the fitted maximal effect.

SMILES	ATXN2 expr inh	S2 tox	MCF10A rereplic	A549 tox	Nrf2 activator	TGFb SMAD3 inh	HepG2 tox
Cc1ccc2c(C(=O)CNc3nc(C)c(C)s3)c(C)[nH]c2c1	.	.	.	.	.	?	-34%
COC(=O)[C@@H]1CCCN1S(=O)(=O)Cc1ccccc1	.	.	.	.	.	-5%	0%
COc1ccc(Cl)c(Cn2cnc3c(cnn3C(C)(C)C)c2=O)c1	.	.	.	.	.	-23%	-16%
CC[N+](CC)(CC)c1ccc(/C=C/c2ccnc3ccccc23)cc1	.	.	.	.	.	2.5µM*	-76%
CC(=O)Nc1ccc(/C=C/c2nc3ccccc3s2)cc1	.	.	.	.	.	-21%	-33%
SCc1nc2ccc(Cl)cc2[nH]1	.	.	.	.	.	-2%	-19%
CCCCCCCCCCCCCCCCCCN(CCCCCCCCCCCCCCCCCC)c1ccc(/C=C/c2ccnc3ccccc23)cc1	.	.	.	.	.	-26%	-29%
CC(C)(C)n1ncc2c(=O)n(Cc3c(Cl)ccc(Cl)c3Cl)cnc21	.	.	.	.	.	-2%	-2%
CN(C)C1=C2C=CC=CC2/C(=C2/C=Cc3ccccc32)C=C1 (stereo not given)	.	.	.	.	.	4%	-6%
COc1ccccc1/C=C/c1nc2ccccc2o1	.	.	.	.	.	-8%	-21%
COc1cccc(/C=C/c2cnc3ccccc3n2)c1OC	.	.	.	.	.	10%	-26%
CN(C)c1ccc(/C=C\C=C/c2ccnc3ccccc23)cc1	.	.	.	.	.	8.9µM*	-32%
CCCCCCCOc1ccc(CC(=O)NO)cc1	.	.	.	.	.	16%	4%
CN(C)c1ccc(/C=C/c2ccnc3ccccc23)cc1	.	.	.	.	.	0%	-34%
COc1ccc(C)cc1NC(C)C(=O)c1c[nH]c2ccccc12 (stereo not given)	.	.	.	.	.	0%	-10%
Nc1ccc(/C=C/c2ccnc3ccccc23)c(N)c1	.	.	.	.	.	-27%	-58%
CN(C)c1ccc(/C=C/c2cc(Cl)nc3ccccc23)cc1	.	.	.	.	.	?	-16%
NC(=O)Nc1ccc(/C=C/c2ccnc3ccccc23)cc1	.	.	.	.	.	-11%	-31%
CO/N=C(/C(=O)N[C@@H]1C(=O)N2C(C(=O)O)=C(COC(N)=O)CS[C@H]12)c1ccco1	.	i	?	.	.	.	.
CN1C(=O)OC(C)(C)C1=O	.	i	-2%[20.6 µM]	.	.	.	.
COC(=O)[C@H]1[C@H]2C[C@@H]3c4[nH]c5ccccc5c4CCN3C[C@H]2C[C@@H](OC(=O)c2cc(OC)c(OC)c(OC)c2)[C@@H]1OC	.	?	-19%	.	.	.	.
CCCCC(CC)COC(=O)CC(C(=O)OCC(CC)CCCC)S(=O)(=O)O (stereo not given)	.	?	?	.	.	.	.
Cc1c(CCNC(=O)C(C)(C)C)sc2nc(-c3ccc(F)cc3)nn12	.	.	.	-14%	4.5%	.	-14%
COc1ccc(CCNC(=O)c2c[nH]n3c(=O)c(Cc4ccccc4Cl)c(C)nc23)cc1OC	.	.	.	11%	-0.9%	.	-42%
O=C(NCC(c1ccco1)S(=O)(=O)c1cccs1)c1ccc(Cl)cc1 (stereo not given)	.	.	.	-4%	7.2%	.	-3%

Next section.
SMILES	ATXN2 expr inh	S2 tox	MCF10A rereplic	A549 tox	Nrf2 activator	TGFb SMAD3 inh	HepG2 tox
CCCN(CCC)C(=O)CSc1nc2ccccc2c(=O)n1Cc1ccco1	.	.	.	-7%	6.0%	.	-2%
CNC(=O)c1ccc2c(c1)N(Cc1cc(C)ccc1C)C(=O)c1ccccc1S2	.	.	.	-5%	7.9%	.	-41%
COc1ccc(CCC(=O)NCc2nc3cccnc3n2Cc2ccc(C)cc2)cc1	.	.	.	-1%	5.5%	.	-22%
COc1ccc2c(OCc3nnc4ccc(-c5ccccc5)nn34)ccnc2c1	-15%	.	.	.	.	.	.
CC(Oc1ccc(O)cc1)(P(=O)(O)O)P(=O)(O)O	?	.	.	.	.	.	.
NC(=O)c1ccc(I)c([N+](=O)[O-])c1	-6%	.	.	.	.	.	.
Oc1ccc(-c2ccc(-c3cc(Nc4cccc(CNC5CC5)c4)n[nH]3)cc2)c(O)c1	2.4µM*	.	.	.	.	.	.
C[C@]12CCC3=C4CCC(=O)C=C4CC[C@@H]3[C@H]1CC[C@@]2(O)CC#N	15%	.	.	.	.	.	.
COc1cccc([C@@H](C)NCCCc2ccccc2Cl)c1	4%	.	.	.	.	.	.
O=C(O)c1ccc(O)c2ncc(N3CCOCC3)cc12	-8%	.	.	.	.	.	.
OC[C@H]1O[C@@H](Oc2cc(O)cc(C=Cc3ccc(O)cc3)c2)[C@H](O)[C@@H](O)[C@H]1O	15%	.	.	.	.	.	.
CCCCC[C@H](O)C=C[C@H]1[C@H](O)CC(=O)[C@H]1CCCCCCC(=O)O	?	.	.	.	.	.	.
CC(=O)N1CCN(c2ccc(OCc3nn(C)c(C)c3-c3cccc4c(CCCOc5cccc6ccccc56)c(C(=O)O)n(Cc5cccnc5)c34)cc2)CC1	140%[activator]	.	.	.	.	.	.
CC(=O)OCC(=O)[C@@]12N=C(C)O[C@H]1C[C@H]1[C@@H]3CCC4=CC(=O)C=C[C@]4(C)[C@@H]3[C@@H](O)C[C@@]12C	-4%	.	.	.	.	.	.
CC=CC[C@@H](C)C(=O)[C@H]1C(=O)N[C@@H](C(C)C)C(=O)N(C)CC(=O)N(C)[C@@H](CC(C)C)C(=O)N[C@@H](C(C)C)C(=O)N(C)[C@@H](CC(C)C)C(=O)N[C@@H](C)C(=O)N[C@H](C)C(=O)N(C)[C@@H](CC(C)C)C(=O)N(C)[C@@H](CC(C)C)C(=O)N(C)[C@@H](C(C)C)C(=O)N1C	23%	.	.	.	.	.	.
CC(C=CC1=C(C)CCCC1(C)C)=CC=CC(C)=CC(=O)Nc1ccc(O)cc1	50µM*	.	.	.	.	.	.
O=C1NC(O)CCN1[C@@H]1O[C@H](CO)[C@H](O)[C@H]1O (stereo not given in full)	0%	.	.	.	.	.	.
Cc1ccc(-c2ncn(-c3ccc(Nc4nccc(-c5cccc(N6CCOCC6)c5)n4)cc3)n2)cn1	4.9µM*	.	.	.	.	.	.
COc1cc(C=CC(=O)O)ccc1O	-4%	.	.	.	.	.	.
COc1ccc(-c2ccc3c(N4CCOCC4)nc(N4C[C@@H](C)O[C@@H](C)C4)nc3n2)cc1CO	?	.	.	.	.	.	.
C=CC(=O)Nc1ccc2ncnc(Nc3ccc(OCc4cccc(F)c4)c(Cl)c3)c2c1	?	.	.	.	.	.	.
CNC(=O)c1c(-c2ccc(F)cc2)oc2cc(N(CCO)S(C)(=O)=O)c(C3CC3)cc12	-19%	.	.	.	.	.	.
c1ccc(CNc2nc(N3CCOc4ccccc43)nc3c2CCCC3)cc1	0%	.	.	.	.	.	.
Cc1ccnc(NS(=O)(=O)c2ccc(NC(=O)Nc3ccc(S(=O)(=O)Nc4nccc(C)n4)cc3)cc2)n1	-9%	.	.	.	.	.	.
Cc1ccc(S(=O)(=O)Nc2nc3ccccc3nc2Nc2ccc3nsnc3c2)cc1	?	.	.	.	.	.	.

Going on with the list.
SMILES	ATXN2 expr inh	S2 tox	MCF10A rereplic	A549 tox	Nrf2 activator	TGFb SMAD3 inh	HepG2 tox
CC(C)OC(=O)C1=CN(C(=O)c2ccc(F)c(F)c2)CC(C)(C)c2c1[nH]c1ccccc21	6%	.	.	.	.	.	.
COc1cc2c(cc1O)CCC1C2CC[C@@]2(C)C1CC[C@@H]2O (stereo not given in full)	?	.	.	.	.	.	.
CC1COC2(CCN(c3nc(=O)c4cc(C(F)(F)F)cc([N+](=O)[O-])c4s3)CC2)O1 (stereo not given)	68%[activator]	.	.	.	.	.	.
N#Cc1ccc(Oc2ccc3c(c2)COB3O)cc1	-23%	.	.	.	.	.	.
C#CCN(C)CC1=Cc2ccccc2Oc2ccccc21	?	.	.	.	.	.	.
CO[C@@H]1C(N(C)C(=O)c2ccccc2)C[C@H]2O[C@]1(C)n1c3ccccc3c3c4c(c5c6ccccc6n2c5c31)C(=O)NC4=O (stereo not given in full)	?	.	.	.	.	.	.
O=C1CSC(=O)N1C(CCc1ccncc1)COc1ccc(-c2cccc([N+](=O)[O-])c2)cc1 (stereo not given)	?	.	.	.	.	.	.
CC(=O)O[C@]1(C(C)=O)CC[C@H]2[C@@H]3C=C(C)C4=CC(=O)CC[C@]4(C)[C@@H]3CC[C@@]21C	-13%	.	.	.	.	.	.
CC[C@H](CO)Nc1nc(NCc2ccccc2)c2ncn(C(C)C)c2n1	24µM*	.	.	.	.	.	.
Nc1ncnc2c1c(-c1cnc3[nH]ccc3c1)nn2C1CCCC1	19µM*	.	.	.	.	.	.
CC[C@@H]1C=C(C)C[C@H](C)C[C@H](OC)[C@H]2O[C@@](O)(C(=O)C(=O)N3CCCC[C@@H]3C(=O)O[C@H](C(C)=C[C@@H]3CC[C@H](Cl)[C@H](OC)C3)[C@H](C)[C@@H](O)CC1=O)[C@H](C)C[C@H]2OC	?	.	.	.	.	.	.
COc1ccc(C=Cc2cc(OC)c(OC)c(OC)c2)cc1O	0%	.	.	.	.	.	.
CON(C)C(=O)N1N=C(c2cc(F)ccc2F)S[C@]1(CCCN)c1ccccc1	?	.	.	.	.	.	.
CCOC(=O)N1CCN([N+]([O-])=NOc2ccc([N+](=O)[O-])cc2C#N)CC1	8%	.	.	.	.	.	.
Cc1[nH]c2ccccc2c1CCNCc1ccc(C=CC(=O)NO)cc1	120%[activator]	.	.	.	.	.	.
C#Cc1cccc(Nc2ncnc3cc(OCCOC)c(OCCO)cc23)c1	-28%	.	.	.	.	.	.
COCCn1c2c([n+](Cc3cnccn3)c1C)C(=O)c1ccccc1C2=O	0.054µM*	.	.	.	.	.	.
Cc1ccc(C(=O)N(CCCN)[C@@H](c2nc3cc(Cl)ccc3c(=O)n2Cc2ccccc2)C(C)C)cc1	-48%	.	.	.	.	.	.

Part of the list above in order of molecular weight, smallest number first.
SMILES	ATXN2 expr inh	S2 tox	MCF10A rereplic	A549 tox	Nrf2 activator	TGFb SMAD3 inh	HepG2 tox
CN1C(=O)OC(C)(C)C1=O	.	i	-2%[20.6 µM]	.	.	.	.
O=C(O)c1ccc(O)c2ncc(N3CCOCC3)cc12	-8%	.	.	.	.	.	.
CCOC(=O)N1CCN([N+]([O-])=NOc2ccc([N+](=O)[O-])cc2C#N)CC1	8%	.	.	.	.	.	.
CON(C)C(=O)N1N=C(c2cc(F)ccc2F)S[C@]1(CCCN)c1ccccc1	?	.	.	.	.	.	.
CCCCCCCCCCCCCCCCCCN(CCCCCCCCCCCCCCCCCC)c1ccc(/C=C/c2ccnc3ccccc23)cc1	.	.	.	.	.	-26%	-29%

Nothing new here: entries from further up.
SMILES	ATXN2 expr inh	S2 tox	MCF10A rereplic	A549 tox	Nrf2 activator	TGFb SMAD3 inh	HepG2 tox
C#Cc1cccc(Nc2ncnc3cc(OCCOC)c(OCCO)cc23)c1	-28%	.	.	.	.	.	.
COCCn1c2c([n+](Cc3cnccn3)c1C)C(=O)c1ccccc1C2=O	0.054µM*	.	.	.	.	.	.
Cc1ccc(C(=O)N(CCCN)[C@@H](c2nc3cc(Cl)ccc3c(=O)n2Cc2ccccc2)C(C)C)cc1	-48%	.	.	.	.	.	.

Screening results (PubChem)

A portion of the library; rates above refer to the full screens.
